Screens deposited in PubChem by National Center for Advancing Translational Sciences (NCATS).
S3 lipid droplet: qHTS Assay for Lipid Storage Modulators in Drosophila S3 Cells | 0.64% of 320,000 active | Drosophila S3 cells, BODIPY lipid droplet fluorescence, 18-24 h; cells fed with added oleic acid | AID 2685 | lipid storage change, negative = inhibition, % at the top dose, mostly 46.1 µM; hits show Potency in µM; active = well fitted inhibition curve with a large enough effect in the signal ratio, with a control signal flat, not every such curve was filed as active; inconclusive = small, poorly fitted or top-dose-only effect, or effect the other way, or a change in a side signal; the % refers to the signal ratio
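Laser-scanning cytometry quantifies lipid droplet accumulation (500–530 nm total intensity; droplet/cell object ratio) in oleic acid-fed (400 uM added) Drosophila S3 cells treated with a concentration series. 20 uM Triacsin C defined 100% inhibition.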
S3 lipid droplet cell count max: further read-out of S3 lipid droplet, marked with its call; cell number change, %; measured here: cell count max response;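 cells counted by Cell Tracker Red CMTPX staining in the red channel; peak over a dose series mostly up to 46.1 µM; percent activity relative to internal control wells on each plate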
The depositor's hits bear a star; i = inactive; ? = inconclusive; / = not tested or not shown. % is scaled to controls: 0 for no effect and ±100 for the full control effect; potency is read from the fitted curve at half-maximal effect. Only part of the results is shown; rates above refer to the full screens.

S3 lipid droplet	S3 lipid droplet cell count max	structure
?	/	O=C(c1cc2n(n1)C(C(F)(F)F)CC(c1ccco1)N2)N1CCc2ccccc2C1 (configuration not stated)
?	/	Cc1ccc(-c2nnc(CCC(=O)NCc3csc(C)n3)o2)s1
?	/	CC1=CC(C)(C)[N+](C)(C)c2ccc(C)cc21
?	/	CCN1CCCC1CNC(=O)Cn1cc2c(n1)CCC(C)C2 (configuration not stated)
?	/	O=c1c2ccccc2cnn1Cc1nnc(-c2cccs2)o1
?	/	O=C(O)c1ccc2nc(CO)[nH]c2c1
?	/	CC(Nc1cc(N2CCN(S(=O)(=O)N(C)C)CC2)ccc1[N+](=O)[O-])c1ccccc1 (configuration not stated)
?	/	CC(C)CCNC(=O)NC(=O)COC(=O)/C=C/c1cc(Br)ccc1F
?	/	Cc1cc(O)c(C(C)C)cc1NC(=O)c1cccc(Cl)c1
?	/	Cc1ccc(S(=O)(=O)N(C)C)cc1NC(=O)COC(=O)CN1C(=O)c2ccccc2C1=O
?	/	CCOc1ncccc1C(=O)NCc1ccc(C)cc1
?	/	Cn1c(=O)[nH]c2c(nc(-c3ccc(Cl)cc3)n2C)c1=O
?	/	Cc1ccc(C)c(N2CCN(C(=O)c3ccc(Cl)c(NC4=NC5CS(=O)(=O)CC5S4)c3)CC2)c1 (configuration not stated)
?	/	COCCn1nnnc1SCC(=O)c1ccc(F)cc1
9%	-10	O=C(CCCC(=O)N(c1ccc2c(c1)OCCO2)C(C(=O)NC1CCCCC1)c1ccc(F)cc1)Nc1ccccn1 (configuration not stated)
2%	11	COCCCNC(=O)c1ccc(S(=O)(=O)c2ccc(C)cc2)c(NC(C)=O)c1
2.1µM*	-2.4*	Cc1ccc(N2CC(C(=O)NCCS(=O)(=O)N3CCN(c4ccc(F)cc4)CC3)CC2=O)cc1 (configuration not stated)
20%	-4	O=C(CN(c1cccc([N+](=O)[O-])c1)S(=O)(=O)c1ccccc1)N(Cc1ccccc1)Cc1ccccc1
?	/	Cn1c(SCC(=O)Nc2ccc(F)cc2)nnc1C1CC1
27%	9	N=c1c2c(ncn1CCCO)Oc1ccc3ccccc3c1C2c1ccccc1 (configuration not stated)

Two entries picked at random from the list so far, as already listed:
S3 lipid droplet	S3 lipid droplet cell count max	structure
27%	9	N=c1c2c(ncn1CCCO)Oc1ccc3ccccc3c1C2c1ccccc1 (configuration not stated)
?	/	Cc1ccc(C)c(N2CCN(C(=O)c3ccc(Cl)c(NC4=NC5CS(=O)(=O)CC5S4)c3)CC2)c1 (configuration not stated)

(more compounds)
S3 lipid droplet	S3 lipid droplet cell count max	structure
?	/	COc1ccc2ccccc2c1/C=N/NC(=O)c1sc(N)c(C#N)c1C
?	/	CN1CCN(c2ccc(NC(=O)c3ccc(Br)o3)cc2)CC1
?	/	CC1CC(C)CN(CCCNC(=O)c2cn(C)c3ccc(S(=O)(=O)N4CCCC4)cc3c2=O)C1 (configuration not stated)
?	/	O=C(Nc1cccc(Cl)c1Cl)Nn1cnnc1
10%	16	CC(=O)NC(c1cccs1)c1cc(Br)c2cccnc2c1O (configuration not stated)
-1%	0	O=C(NN1C(=O)C2C3C=CC(O3)C2C1=O)c1cccc(O)c1 (configuration not stated)
8%	19	O=C(NCCCN1CCN(Cc2ccccc2)CC1)C1CCN(S(=O)(=O)N2CCC3(CC2)OCCO3)CC1
-6%	-12	CCOC(=O)C(NCc1ccc(OC)cc1)(NC(C)=O)C(F)(F)F (configuration not stated)
?	/	CN(C)CCCN(C(=O)c1sc2ccccc2c1Cl)c1nc2ccc(F)cc2s1
-14%	/	CN=C(Nc1ccc2c(c1)OCO2)SC1CC(=O)N(c2ccccc2)C1=O (configuration not stated)
?	/	CC1CCCC(NC(=O)COC(=O)CCSc2ccccc2)C1C (configuration not stated)
?	/	Cc1nn(C)c(Oc2ccc(Cl)cc2)c1C(=O)Nc1ccc(F)cc1F
i	17	COc1ccc(NS(=O)(=O)c2ccc3c(c2)N(C(C)=O)CCO3)c(OC)c1
6%	4	CCCCN(CCCNC(=O)C1CCN(S(=O)(=O)N2CCOCC2)CC1)Cc1ccccc1
?	/	CCOc1c2ccc(C(=O)N[C@H](C)C3CCCCC3)cc2nn1CCOC
?	/	CC(NC(=O)CN(C)CC(=O)Nc1cccc(F)c1)c1ccccc1 (configuration not stated)
?	/	O=C1CN(C(=O)/C=C/c2ccco2)c2ccccc2N1
i	/	Cc1csc(=NC(=O)c2ccccc2)n1CCO
?	/	COC(=O)c1nc(N)sc1-c1ccc(Cl)c(Cl)c1
-10%	/	CC(=O)N1C(=S)NC(=O)/C1=C1/C(=O)N(CC(=O)Nc2cccc(C)c2)c2ccccc21
1%	-9	CCN(CC)c1cc2nc(C)n(Cc3ccccc3)c(=O)c2cc1NC(=O)C1CC1
?	/	CN(C(=O)c1cccc(C#N)c1)c1nnc(-c2cnccn2)s1
?	/	Cc1ccc(C)c(OCC(O)CN2CCC(CN3C(=O)c4cccc5cccc(c45)C3=O)CC2)c1 (configuration not stated)
?	/	O=C(Cn1cncn1)N/N=C/c1ccccc1O
?	/	COc1ccc(S(=O)(=O)Nc2ccccc2C(=O)N2CCOCC2)cc1OC
?	/	O=C(OCC(=O)N1CCCCCC1)c1ccc([N+](=O)[O-])cc1Cl
11%	6	CCCCN1CCC(COC(=O)c2cc(Cl)c(N)c3c2OCCO3)CC1
?	/	COc1ccc(S(=O)(=O)N2CCCCCC2)cc1C(=O)N(C)Cc1c(F)cccc1Cl
i	/	Cc1ccc(C)c(N2C(=O)CN=C2Nc2ccccc2Cl)c1
-13%	-17	COc1ccc(/C=N\NS(=O)(=O)c2ccc(C)cc2)cc1COc1ccccc1[N+](=O)[O-]
?	/	CCOc1ccc(N(CC(=O)O)S(=O)(=O)c2ccc(F)cc2)cc1
?	/	Cc1ccc(-c2ccc(/C=C3\C(=O)ON=C3c3ccccc3)o2)c([N+](=O)[O-])c1
-1%	-13	COc1ccc(SC[C@H](Cc2ccccc2)N2CC[C@@H](NC(=O)OCc3ccccc3)CCC2=O)cc1
?	/	COc1ccc(CSc2nnnn2C)cc1F
?	/	COc1ccccc1NC(=O)CSc1nc2ccccc2n1C(C)=O
i	10	O=C(COc1ncnc2ccc(Br)cc12)N1CCOCC1
?	/	Cc1ccc(-n2c(N)c(C#N)c(-c3ccccc3)c(C#N)c2=O)cc1
?	/	CN1CCN(C(=O)c2ccc(CSc3ccc(Cl)cc3)cc2)CC1
?	/	COc1ccc(CNC(C)C2COc3ccccc3O2)c(OC)c1 (configuration not stated)
?	/	COc1ccc(N2CC(C(=O)N[C@@H](C)C(=O)NC3CCCCC3)CC2=O)cc1 (some centres not stated)

Rewritten with two lines to a compound: entries from further up
Below each SMILES: S3 lipid droplet, S3 lipid droplet cell count max
- Cc1ccc(C)c(OCC(O)CN2CCC(CN3C(=O)c4cccc5cccc(c45)C3=O)CC2)c1 (configuration not stated)
  ?, /
- O=C(Cn1cncn1)N/N=C/c1ccccc1O
  ?, /
- COc1ccc(S(=O)(=O)Nc2ccccc2C(=O)N2CCOCC2)cc1OC
  ?, /
- O=C(OCC(=O)N1CCCCCC1)c1ccc([N+](=O)[O-])cc1Cl
  ?, /
- CCCCN1CCC(COC(=O)c2cc(Cl)c(N)c3c2OCCO3)CC1
  11%, 6
- COc1ccc(S(=O)(=O)N2CCCCCC2)cc1C(=O)N(C)Cc1c(F)cccc1Cl
  ?, /
- Cc1ccc(C)c(N2C(=O)CN=C2Nc2ccccc2Cl)c1
  i, /
- COc1ccc(/C=N\NS(=O)(=O)c2ccc(C)cc2)cc1COc1ccccc1[N+](=O)[O-]
  -13%, -17
- CCOc1ccc(N(CC(=O)O)S(=O)(=O)c2ccc(F)cc2)cc1
  ?, /
- Cc1ccc(-c2ccc(/C=C3\C(=O)ON=C3c3ccccc3)o2)c([N+](=O)[O-])c1
  ?, /
- COc1ccc(SC[C@H](Cc2ccccc2)N2CC[C@@H](NC(=O)OCc3ccccc3)CCC2=O)cc1
  -1%, -13
- COc1ccc(CSc2nnnn2C)cc1F
  ?, /
- COc1ccccc1NC(=O)CSc1nc2ccccc2n1C(C)=O
  ?, /
- O=C(COc1ncnc2ccc(Br)cc12)N1CCOCC1
  i, 10
- Cc1ccc(-n2c(N)c(C#N)c(-c3ccccc3)c(C#N)c2=O)cc1
  ?, /
- CN1CCN(C(=O)c2ccc(CSc3ccc(Cl)cc3)cc2)CC1
  ?, /
- COc1ccc(CNC(C)C2COc3ccccc3O2)c(OC)c1 (configuration not stated)
  ?, /

Later entries.
S3 lipid droplet	S3 lipid droplet cell count max	structure
-8%	/	CCCc1c(-c2ccc(O)cc2)nn(-c2ccc(O)cc2)c1-c1ccc(O)cc1
0%	-2	Cc1cc(C)n(CC(=O)N2CCCC(C(=O)c3cccc(OC(C)C)c3)C2)n1 (configuration not stated)
i	/	Cc1ccc2[nH]c3c(=O)n(Cc4ccccn4)cnc3c2c1
?	/	O=[N+]([O-])c1cc([N+](=O)[O-])c(Oc2cc(F)cc(F)c2F)cc1NN1CCCCC1
i	-10	CCOC(=O)C1(Cc2ccccc2C)CCCN(C(=O)c2ccc3nccnc3c2)C1 (configuration not stated)
?	/	CCN(CC)S(=O)(=O)c1ccc(C)c(N=C=S)c1
?	/	Cc1cc(NC(=O)CCCN2C(=O)/C(=C/c3ccccc3Cl)SC2=S)no1
?	/	O=C(Nc1ccc(Oc2cccnc2)cc1)c1ccc([N+](=O)[O-])cc1
17%	2	Cc1cc(Cn2nnnc2-c2ccncc2)cc(C)c1O
13%	16	O=C(CCc1ccccc1)Nc1ccccc1
?	/	COCCNC(=O)C(C)Oc1ccc(Cl)cc1Cl (configuration not stated)
?	/	CC1(C(=O)N/N=C/c2ccc([N+](=O)[O-])o2)CC1(Br)Br (configuration not stated)
?	/	Cc1ccc(NC(=O)C(C)N2C(=O)c3ccccc3C2=O)cc1S(=O)(=O)N1CCOCC1 (configuration not stated)
1%	13	CCOc1ccccc1NC(=O)Nc1ccc(Br)cn1
?	/	COc1ccc(C(=O)NCC(=O)NCC(=O)OCc2ccc(Cl)cc2)cc1
?	/	CC(C)NC(=S)N1CCn2c(nc3ccccc32)C1
?	/	Cc1nnc(SC2CC(=O)N(c3ccccc3)C2=O)s1 (configuration not stated)
?	/	CC(C)C(=O)Nc1ccc(N2CCN(S(C)(=O)=O)CC2)cc1
?	/	CCOc1ccc(N2CC(C(=O)NCCN3C(=O)S/C(=C\c4cccnc4)C3=O)CC2=O)cc1 (configuration not stated)
16%	-2	CN(c1ccccc1)S(=O)(=O)c1ccc2[nH]c(=O)[nH]c2c1
13%	/	O=C(O)c1cc2ccccc2c2cc(Br)ccc12
?	/	CC1CCCN(CCCNC(=O)C2CC(=O)N(CCc3ccccc3)C2)C1 (configuration not stated)
-2%	2	C=CCNC(=O)C(C)Sc1ccc(Cl)cc1 (configuration not stated)
?	/	COc1ccccc1C(C)NCC(=O)Nc1ccccc1C(F)(F)F (configuration not stated)
2%	/	CC(=O)Cc1nsc(NC(=O)c2ccc(COc3ccc(C)cc3)o2)n1
?	/	O=S(=O)(c1cccc2cccc(Cl)c12)N1CCCC1
?	/	COc1ccccc1CN1Cc2cccc3c2[C@@H](CC1=O)[C@H](O)[C@H](O)C3
0.92µM*	5.9*	Cc1cc(C(=O)NC2CCCc3c2cnn3-c2cccc(C)c2C)n(C)n1 (configuration not stated)
i	-3	Cc1ccccc1CN1CCN(C(=O)c2cccc(F)c2)CC1
-17%	-1	O=C(Nc1cccnc1)C1(F)C(F)(F)C(F)(F)C(F)(F)C(F)(F)C1(F)F
?	/	CN(C)C(=O)CSc1nc2ccccc2c(=O)[nH]1
?	/	CCn1c(C)nc2cc(C(=O)N/N=C/c3cccc(OC)c3O)ccc21
?	/	Cc1cc(-n2ccc(=O)[nH]c2=O)nc(-c2ccccc2)n1
?	/	O=C(CN1C(=O)S/C(=C\c2cccc(Cl)c2)C1=O)NCCCn1ccnc1
?	/	COc1cccc(/C=C2/CN(C)CC3=C2OC(N)=C(C#N)C3c2cccc(OC)c2)c1 (configuration not stated)
?	/	CCN1/C(=C/c2ccc3cccc(C)c3[n+]2CC)Sc2ccccc21
12%	0	O=c1c(-c2ccccc2)coc2c(CN3CCCC3)c(O)ccc12
?	/	CCCOC(=O)c1c(NC(=O)CSc2nc(-c3ccco3)cc(C(F)(F)F)n2)sc(C(=O)OC)c1C
?	/	COc1ccc(-c2cc(=O)c3ccccc3[nH]2)cc1
?	/	CC(C)(C)NC(=O)Cc1ccc(Cl)c(Cl)c1
?	/	Cc1cccc(CN2CCC(C(N)=O)CC2)c1
-6%	0	Cc1ccc(-c2csc(=S)[nH]2)cc1
?	/	CC(=O)Nc1ccc(S(=O)(=O)N[C@@H](C)C(=O)N(C)Cc2cccs2)cc1
?	/	Cc1ccc(Nc2nnns2)cc1
0%	-10	O=C(Nc1ccccc1)C1=C[C@H](c2csc3ccccc23)C[C@H](OCc2ccc(CO)cc2)O1
?	/	CCCCCn1nc(C(=O)N(CC(C)C)c2c(N)n(CCCC)c(=O)[nH]c2=O)c2ccccc2c1=O
?	/	CCOc1ccccc1N1C(=O)CC(N(O)c2ccccc2)C1=O (configuration not stated)
16%	-4	CC(=O)c1sc(-c2ccccc2)cc1NS(=O)(=O)c1ccccc1
11%	19	CC(=O)Nc1ccc(Oc2cnccn2)cc1
13%	6	Nc1c2c(=O)oc(-c3ccccc3)cc2nn1-c1ccccc1
-10%	17	Cc1ccc(CN2CCN(C3CCCC3)C(CCO)C2)s1 (configuration not stated)
?	/	CCOC1(OCC)C(c2ccc(Cl)cc2)C(C#N)(C#N)C1(OCC)OCC (configuration not stated)
i	/	CSc1ccccc1OCc1cc(C(=O)NCCN2CCCc3ccccc32)no1
